aSyn yeast rescue: qHTS of alpha-syn Inhibitors: NCGC Sytravon Library Screen. S. cerevisiae alpha-synuclein toxicity rescue, BacTiter-Glo growth, 24 h. Potency, µM (doses to about 46.1 µM), for inactives: at the highest dose growth rescue (activation), usual class: activators. actives 0.02% (n = 94,000). AID 1347070, 2019; active = well fitted activation curve with a large enough effect; inconclusive = small, poorly fitted or top-dose-only effect; note: 0% is about no effect
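Growth restoration measured by BacTiter-Glo luminescence after 24 hr at 30 deg C; alpha-synuclein yeast, raffinose-pregrown to mid-log, were added at OD600=0.02 in galactose medium onto pinned compounds.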
Numbers without * were called inactive; ? = inconclusive; & = joins results of further samples; [ ] = remark or other dose. Potency is the fitted concentration of half-maximal effect. The list is partial. The share of hits here may be higher or lower than overall.

structure	aSyn yeast rescue
CC(C)c1nnc(NC(=O)Cc2cccs2)s1	-1%
COc1ccc(-c2csc(-c3c(N)c(C(=O)c4ccccc4)n4ccccc34)n2)cc1	1%
CCc1ccc(NC(=O)N2CCN(Cc3cc(=O)n4nc(-c5ccccc5OC)sc4n3)CC2)cc1	5%
Cc1nn(C(C)(C)C)c(NC(=O)c2ccc(Cl)cc2)c1Br	-4%
Cn1c(=O)c2nc(SCC(=O)Nc3ccc(OC(F)(F)F)cc3)n(C)c2n(C)c1=O	4%
CC1CCN(S(=O)(=O)c2nnc(NC(=O)c3cccc(Br)c3)s2)CC1	-4%
COc1ccc(NC(=O)C(=O)NCc2ccco2)cc1	-2%
CCCc1nnc(NC(=O)c2cc(=O)c3cc(C)c(C)cc3o2)s1	0%
CN1CCN(C(=O)C(=O)c2cn(CC(=O)N3CCOCC3)c3ccccc23)CC1	4%
c1csc(-c2nnc(COc3ncnc4sccc34)o2)c1	6%
CCOc1ccc(S(=O)(=O)Nc2ccc(-c3ccc(OC)nn3)cc2)cc1	-2%
CC(=Cc1cccs1)C(=O)c1ccccc1	-4%
CCc1cccc(CC)c1NC(=O)COC(=O)CCc1cc(OC)c(OC)c(OC)c1	-8%
CC(=O)CC(=O)Nc1nc(C)cc(C)n1	-12%
CN(Cc1ccccc1F)C(=O)C1CCCN(C(=O)c2ccc(Cl)cc2)C1 (stereo unspecified)	7%
Cc1nc(-n2nc(C)c(CCC(C)C)c2C)sc1C(=O)Nc1cccc(Cl)c1C	3%
COCC(=O)n1nc(-c2ccco2)nc1NCc1ccccc1Cl	-1%
CCOC(=O)c1c(NC(=O)/C=C/c2ccc(OCC)c(OC)c2)sc2c1CCC2	-1%
O=S(=O)(c1cnc[nH]1)N1CCN(c2ccccc2)CC1	1%
O=C(Nc1cccc(C(=O)O)c1)/C(=C\c1ccc2c(c1)OCO2)NC(=O)c1ccccc1Br	5%
CCCCc1c(C)nc(N2CCCC2)[nH]c1=O	5%
CCN(CC)c1ccc(NC(=O)CCc2nnc3ccc(N4CCCCC4)nn23)c(C)c1	-2%
COC(=O)c1cc(C(=O)OCC(=O)Nc2cc(C)on2)cc([N+](=O)[O-])c1	4%
Cc1cc(C)cc(NC(=O)CSc2nc3c([nH]c4ccccc43)c(=O)n2-c2ccc(F)cc2)c1	12%

Among those listed so far, 3 have an NH in an aromatic ring.
structure	aSyn yeast rescue
O=S(=O)(c1cnc[nH]1)N1CCN(c2ccccc2)CC1	1%
CCCCc1c(C)nc(N2CCCC2)[nH]c1=O	5%
Cc1cc(C)cc(NC(=O)CSc2nc3c([nH]c4ccccc43)c(=O)n2-c2ccc(F)cc2)c1	12%

Carrying on.
structure	aSyn yeast rescue
Cn1c(SCc2ccc(Cl)cc2)nnc1C1CC1	12%
COc1ccc(NC(=O)C2=C(C)Nc3ncnn3C2c2cccn2C)cc1 (stereo unspecified)	1%
COc1ccc(C(=O)NCC(c2ccco2)S(=O)(=O)c2ccc(F)cc2)cc1 (stereo unspecified)	5%
O=C(NCc1ccc(F)cc1Cl)c1ccc(CSCc2ccccc2Cl)o1	3%
CCNc1nnc(CCn2nc(C)c(Br)c2C)s1	9%
COc1cc(OC)cc(C(=O)NCC(C)NC(=O)c2cc(OC)cc(OC)c2)c1 (stereo unspecified)	9%
CCN1C(=O)c2ccccc2S(=O)c2ccc(C(=O)N3CCOCC3)cc21 (stereo unspecified)	-9%
CCn1c2c(c(=O)n3ncc(C(=O)Nc4ccc(Cl)cc4C)c13)CN(Cc1ccc(OC)cc1)CC2	4%
CCc1nc(SC)ncc1C(=O)N1CCN(c2cc(Cl)ccc2C)CC1	27%
CC1CCCN(CCCN2C(=O)C3C(C(=O)Nc4cccc(Cl)c4)C4C=CC3(O4)C2C(=O)NC2CCCCC2)C1 (stereo unspecified)	11%
COc1cccc(C(=O)NC(C)c2cccc3ccccc23)c1OC (stereo unspecified)	-11%
CSC[C@H]1CN(Cc2cccnc2)C(=O)[C@@H]1CC(=O)Nc1ccc(Br)cc1	-6%
COc1ccc(NC(=O)c2ccc(-c3nc(COc4ccccc4)c(C)o3)cc2)cc1	-5%
O=C(NCc1nnnn1-c1ccc(F)cc1)c1ccc([N+](=O)[O-])o1	-1%
CCOC(=O)C1CCC(CN(Cc2c(Cl)cccc2Cl)S(=O)(=O)c2ccc(F)cc2)CC1 (stereo unspecified)	18%
O=C(Cn1cnc2c(nc3n2CCCCC3)c1=O)Nc1ccc(F)cc1	-7%
NC(=O)COC(=O)/C=C/c1cccc(Br)c1	0%
Cc1ccc(CNC(=O)CSc2ccc(-c3ccccn3)nn2)cc1	-21%
COc1ccc(S(=O)(=O)N(C)C[C@H]2OCCCC[C@H](C)Oc3ccc(NC(=O)Nc4ccc(F)cc4)cc3C(=O)N([C@H](C)CO)C[C@H]2C)cc1	1%
Cc1c(NS(=O)(=O)c2cc(C(=O)NCc3ccco3)cc(Cl)c2Cl)c(=O)n(-c2ccccc2)n1C	-45%[inhibitor]
N#Cc1ccc(OCC(=O)Nc2nc(-c3ccccn3)cs2)cc1	?
NC(=O)C1CCN(Cc2nc3cc(C(F)(F)F)ccc3c(=O)[nH]2)CC1	-4%
COc1ccc(NC(=O)CCS(=O)(=O)c2ccc(Br)s2)cc1	9%
COc1ccc(N2CCN(c3nc4ccc(C(=O)c5ccccc5)cc4n4cnnc34)CC2)cc1	-3%
Cc1ccccc1C(=O)c1cccn1CC(=O)NCc1cccc(Cl)c1	-10%
CCOC(=O)c1ccc(NC(=O)N2CC3CCCN3c3ccccc32)cc1 (stereo unspecified)	-22%
CCN(Cc1ccccc1)C(=O)Cn1c(=O)n(-c2cccc(C)c2)c(=O)c2c1c1cc(OC)ccc1n2C	8%
Cc1ccccc1NC(=O)CCNC(=O)Cn1ccc2ccccc2c1=O	-9%
COc1ccc(OC)c(NC(=O)C2CCC(CNc3c(N4CCOCC4)c(=O)c3=O)CC2)c1 (stereo unspecified)	-15%
CC(C)(C)S(=O)(=O)/C(C#N)=N/Nc1ccc(C#N)cc1	-23%
COc1ccc(CC2(CO)CCN(Cc3c(C)nn(C(C)C)c3C)CC2)cc1	2%
O=C(CCCn1c(=O)c2cccn2c2cccnc21)NCc1ccc(F)cc1	-16%
Cc1ccc2oc(=O)c3cc(C(=O)NCc4ccco4)sc3c2c1	0%
CCOCC(=O)Nc1ccc2c(c1)N(S(=O)(=O)c1cccs1)CCC2	-6%
COc1ccc(NC(=O)C2CCCN(C(=O)Nc3ccc(OC)cc3)C2)cc1 (stereo unspecified)	-11%
COc1cccc(Cc2nc3ccccc3nc2SCC(=O)NCCc2ccccc2)c1	8%
Cc1ccc(S(=O)(=O)N(C)C[C@@H]2OCc3cnnn3CCCC(=O)N([C@@H](C)CO)C[C@@H]2C)cc1	1%
Cc1ccc(NC(=O)Cn2c(-c3nonc3N)nc3ccccc32)cc1C	-2%
Cc1ccc(-c2cc(NC(=O)COc3c(C)cc(C)cc3C)on2)cc1	6%
Clc1ccc(CCNc2nc3cc(Cl)c(Cl)cc3n3cnnc23)cc1	-21%
Cc1c(S(=O)(=O)Nc2cccc(Cl)c2)c(=O)n(C)c(=O)n1C	3%
O=C(NC(=O)c1ccccc1)Nc1ccc(-n2nc(C(F)(F)F)cc2C(F)(F)F)cc1	3%
Cc1nn(-c2ccc(F)cc2)c(-n2cccc2)c1C(=O)NCCc1ccc(Cl)cc1	-9%
CCn1c(=O)c2cc(C(=O)Nc3cc(F)ccc3F)sc2c2ccccc21	-17%
Cc1cccc(-n2c(=O)c3c(c4cc(C)ccc4n3C)n(CC(=O)N3CCCC3)c2=O)c1	3%
COc1ccc(Cl)cc1NC(=O)CSc1ccc(-c2sc(C)nc2C)nn1	-5%
COc1ccc(-c2noc(CC(=O)N(C)c3ccccc3F)n2)cc1	3%
COc1cccc(N2CCN(C(=O)CCCCCn3c(=O)[nH]c4ccccc4c3=O)CC2)c1	1%
CCn1nnc2cc(C(=O)NCCc3ccccc3F)ccc21	2%
CN(C)c1ccc(/C=C2\CCCc3c2nc2ccccc2c3C(=O)O)cc1	-4%
CCc1ccc(CNC(=O)CCSCc2ccccc2F)cc1	19%
Cc1ccc(NC(=O)C(Cc2ccccc2)n2cccc2)cc1C (stereo unspecified)	1%
Cc1ccc(Cn2nnc3c(=O)n(Cc4ccccc4C)cnc32)cc1	0%
CCN(CC)CCN1C(=O)C(O)=C(C(=O)c2cc3cccc(OC)c3o2)C1c1ccc(F)cc1 (stereo unspecified)	0%
NC(=O)C1(N2CCCCC2)CCN(C(=O)Nc2ccc(F)cc2F)CC1	-9%
COc1cccc(NC(=O)C2CCN(S(=O)(=O)c3ccc(N4CCCC4=O)cc3)CC2)c1	9%

The list goes on.
structure	aSyn yeast rescue
CC1CCCCN1CCCNC(=O)c1ccc2c(c1)sc1nc(-c3ccc(F)cc3)cn12 (stereo unspecified)	0%
CCOC(=O)c1ccccc1NC(=O)Cn1c(=O)n(Cc2ccccc2)c(=O)c2c(C)c(C)sc21	1%&-6%
O=C(c1ccccc1)c1n[nH]c(-c2ccccc2)cc1=O	3%
CC(=O)N1CCC2(CC1)OC(=O)C(C)=C2C(=O)NCc1cccc(Cl)c1	3%
CCOC(=O)c1cc(-c2cccc(C(F)(F)F)c2)nc2nc(SC)[nH]c(=O)c12	7%
CCOc1ccccc1NC(=O)Cn1cnc2c(nnn2-c2cccc(OC)c2)c1=O	1%
O=C(Nc1sc2c(c1C(=O)Nc1ccc(Cl)cc1)CCCC2)c1cccs1	-3%
COc1cccc(-n2cc(C(=O)Nc3cc(C)c(Cl)cc3OC)c3ccccc3c2=O)c1	0%
COc1ccccc1C(=O)NC(CCSC)C(=O)NCCCn1nc(C)cc1C (stereo unspecified)	-6%
CC1CCN(C(=O)CSc2c3c(nc4cc(Cl)ccc24)CCCC3)CC1	0%
CNc1nc(-c2ccc3c(c2)CCN3S(=O)(=O)c2ccccc2)c(C)s1	10%
COc1cc2nc(Nc3cccc(F)c3)nc(N)c2cc1OC	-15%
COc1cc(Cl)c(NC(=O)c2cc(CN3CCCC3)on2)c(OC)c1	6%
Cc1cc(NC(=O)/C=C/c2ccccc2Cl)n(-c2nc3ccccc3[nH]2)n1	-14%
Cc1nn(CC(=O)N2CCN(c3ccccc3F)CC2)c(=O)c2cccn12	4%
O=C(CCC(=O)N(CC(=O)NC1CCCCC1)CC1CCCO1)Nc1nccs1 (stereo unspecified)	8%
COc1ccccc1N1CCN(C(=O)c2ccc3c(c2)N(Cc2ccccc2)C(=O)c2ccccc2S3(=O)=O)CC1	15%
C=CCOc1ccc(/C=C2\SC(=Nc3cccnc3)NC2=O)cc1	13%
COc1ccc(NC(=O)CCc2nc3cccnc3n2-c2ccccc2)c(OC)c1	-10%
O=C(NCc1cccc(Cl)c1)C1CCCN(c2ncnc3onc(-c4ccc(F)cc4)c23)C1 (stereo unspecified)	-16%
Cc1cnc(NC(=O)CCNC(=O)c2ccccc2Cl)s1	8%
COc1cc(C(=O)NNC(=S)NC(=O)c2ccc(F)cc2)cc(OC)c1OC	4%
C[C@@H]1CN([C@H](C)CO)C(=O)c2cc(-c3ccc(F)cc3)cnc2O[C@H]1CN(C)C(=O)c1ccc(F)cc1	1%
Cc1ccc(-c2nc3c(Cl)cc(Cl)cc3c(=O)n2O)cc1	-6%

In a second layout: results already given.
compound: COc1ccccc1N1CCN(C(=O)c2ccc3c(c2)N(Cc2ccccc2)C(=O)c2ccccc2S3(=O)=O)CC1
  aSyn yeast rescue = 15%
compound: C=CCOc1ccc(/C=C2\SC(=Nc3cccnc3)NC2=O)cc1
  aSyn yeast rescue = 13%
compound: COc1ccc(NC(=O)CCc2nc3cccnc3n2-c2ccccc2)c(OC)c1
  aSyn yeast rescue = -10%
compound: O=C(NCc1cccc(Cl)c1)C1CCCN(c2ncnc3onc(-c4ccc(F)cc4)c23)C1 (stereo unspecified)
  aSyn yeast rescue = -16%

Continued.
structure	aSyn yeast rescue
CC(C)Nc1nc2c(-c3cccc(Br)c3)nnn2c2ccccc12	1%
CCN(CC)C(=O)c1sc2c(c1C)c(=O)n(Cc1ccccc1)c(=O)n2Cc1ccccc1C	-1%
C/C(N)=C(/C#N)C(=O)CSc1nc2ccccc2n1CC(C)C	0%
O=C(CSc1nnc(Cc2ccc(Cl)cc2)o1)Nc1ccccc1	3%
COCCCNC(=O)c1ccc(-n2c(-c3ccccc3)cc3c2CCCC3)cc1	1%
Cc1ccccc1C(=O)Nc1cccc(NC(=O)c2cccnc2)c1	-4%
COC(=O)c1nn(-c2nc(-c3cccc(OC)c3)cc(C(F)(F)F)n2)cc1[N+](=O)[O-]	0%
Cc1ccc(Cl)cc1N1CCN(C(=O)c2cc(S(=O)(=O)N3CCC(C)CC3)cn2C)CC1	9%
COc1ccc(-c2nnc(SCC(=O)NCc3ccc(C)cc3)nc2-c2ccc(OC)c(OC)c2)cc1OC	6%
Cc1ccccc1Nc1cc(C(=O)NC2CCCC2)c2ccccc2n1	-4%
O=C(COC(=O)Cc1ccc(Cl)c(Cl)c1)Nc1ccc2[nH]c(=O)[nH]c2c1	-2%
C[C@@H]1CN([C@@H](C)CO)C(=O)c2ccccc2-c2ccccc2CO[C@@H]1CN(C)S(=O)(=O)c1ccc(C(F)(F)F)cc1	6%
O=C(c1ccco1)N1CCN(c2ncnc3scc(-c4ccc(Cl)cc4)c23)CC1	9%
Cn1cc(CCCC(=O)NCc2ccccc2Cl)c2ccccc21	?

Bioassay records as filed in PubChem.
